USP2a block = blocks human ubiquitin-specific protease USP2a; USP2 core, Ub-CHOP2 coupled fluorogenic reporter, 485/531; AID 463254; 0.01% of 330,000 active; Potency, µM (titrated, usually from 38.3 µM), inactives show top-dose activity change, negative = inhibition, usual class: inhibitors;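 further: potency means the concentration at half of the fitted maximal effect; plate controls were DMSO wells for no effect and full inhibition by NEM control for full effect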
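Deubiquitinase activity read as fluorescence (485/531 nm) after Ub-CHOP2 cleavage activates the enterokinase reporter on its substrate; USP2 core 10nM, Ub-CHOP2 and substrate 25nM each, 30min compound preincubation then 60min RT; data normalized to NEM, curves fitted.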
CXXC DNA block = inhibitors of human MLL CXXC domain-DNA interaction | Potency, µM (series often up to 115 µM), inactives show at the top dose activity change, negative = inhibition, actives largely listed as inhibitors | AID 2662 | MLL-CXXC / FITC-HOXA9 DNA fluorescence polarization | 0.037% of 290,000 active | Q03164; active means well fitted inhibition curve with a large enough effect in the polarisation, with a control signal flat, not every such curve was filed as active; inconclusive means small, poorly fitted or top-dose-only effect, or effect the other way, or a change in a side signal; inactive means no such curve, though single readings can be large or run the other way; the % refers to the polarisation; further: potency means the concentration at half of the fitted maximal effect
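Purified MLL-CXXC (added from a 7 uM solution) was preincubated 5 min at ambient with pinned compounds in 50 mM Tris-HCl pH 7.5, 50 mM NaCl, 1 mM DTT, 0.05% BSA. Fluorescein-labeled HOX-A9 DNA (50 nM solution) followed, 30 min, then polarization read.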
PKM2 activator = PKM2 (human) enzyme activation. P14618. purified PKM2, Kinase-Glo ATP luminescence, activation; response scale: 0% is enzyme alone, no compound. Potency, µM (doses to about 57.5 µM), without a hit: at the highest dose activation, actives largely listed as activators. 0.34% of 260,000 active. AID 1631; further: potency means the concentration at half of the fitted maximal effect; on the % scale 0 is the no-effect control and ±100 the full control effect; nearly all actives have a fitted effect of over 55% in size
Target sequence (P14618 whole entry, looked up): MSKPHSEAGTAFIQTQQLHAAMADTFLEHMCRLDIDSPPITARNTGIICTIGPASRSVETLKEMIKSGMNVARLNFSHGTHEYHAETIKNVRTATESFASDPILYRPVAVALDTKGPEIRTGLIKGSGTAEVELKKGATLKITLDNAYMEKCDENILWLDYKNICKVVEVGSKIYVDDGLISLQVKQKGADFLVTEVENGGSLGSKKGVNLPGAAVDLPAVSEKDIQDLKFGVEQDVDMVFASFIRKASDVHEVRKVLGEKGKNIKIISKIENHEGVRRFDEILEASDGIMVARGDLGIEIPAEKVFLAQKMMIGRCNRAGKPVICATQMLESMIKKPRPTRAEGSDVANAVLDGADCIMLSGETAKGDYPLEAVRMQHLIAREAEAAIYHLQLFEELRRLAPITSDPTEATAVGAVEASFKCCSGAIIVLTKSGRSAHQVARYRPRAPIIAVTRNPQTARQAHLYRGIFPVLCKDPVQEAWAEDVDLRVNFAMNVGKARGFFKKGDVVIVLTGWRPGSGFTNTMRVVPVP
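Kinase-Glo luminescence reports ATP generated from ADP (0.1 mM) and PEP (0.5 mM) by purified hPK-M2 after 1 h at room temperature, pH 7.2 imidazole buffer; intermediate enzyme activity allows detecting inhibitors and activators.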
Giardia kill = kills Giardia lamblia. Giardia lamblia trophozoite viability. activity change, % at 7.66 µM, hits read low. 0.15% of 340,000 active. AID 540267; in the data active means activity change below about -80%; inconclusive means between about -30% and that limit;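 further: parasites exposed to compound for two days anaerobically before the ATP read; on the % scale 0 is the no-effect control and ±100 the full control effect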
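Trophozoite viability was measured as ATP-dependent luminescence, read 15-30 min after reagent addition. Before that, parasites at 100 cells/well were exposed to compounds for 48 h, anaerobically, at 37 deg C.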
KCNH2 3.1 inh = KCNH2 3.1 (human) potassium channel inhibition. U2OS KCNH2 3.1, thallium flux FluxOr; hits give low values. 0.95% of 340,000 active. activity change, % (tested at about 1.8 µM);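 active means maximum activity change below -70%; inconclusive means maximum activity change from -70% to -50%; inactive means maximum activity change above -50%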;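 further: thallium influx rate constant from kinetic fluorescence after stimulation buffer; on the % scale 0 is the no-effect control and ±100 the full control effect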
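Steps: virus added to U2OS suspension (4 h, RT, dark); medium with 10% FBS added, cells plated, 37 C overnight; FluxOr/Red40 loading buffer 45 min RT; stimulation buffer, 2 min kinetic read; rate constant normalized.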
hERG WT inh = blocks the wildtype human KCNH2 potassium channel; 0.37% of 340,000 active; activity change, % at 1.84 µM; U2OS, BacMam KCNH2, thallium flux FluxOr; hits give low values; Q12809;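 active means maximum activity change below -70%; inconclusive means maximum activity change between -70% and -50%; inactive means maximum activity change above -50%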; further: on the % scale 0 is the no-effect control and ±100 the full control effect
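U2OS cells were transduced with wild-type KCNH2 virus (2.03 x 10^8 / mL) for 4 h at room temperature, then cultured overnight at 37 C. Thallium flux was read with FluxOr dye. Rate constants were normalized to DMSO controls.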
Menin MLL FP TR = inhibitors of human menin-MLL interaction, mutant MLL peptide; 0.23% of 270,000 active; O00255; AID 1768; Potency, µM (titrated, usually from 61.6 µM), without a hit: at the highest dose FP activity change, negative = inhibition, actives largely listed as inhibitors; Menin + Texas Red MLL mutant peptide, fluorescence polarization; active means well fitted inhibition curve with a large enough effect in the polarisation, with a control signal flat, not every such curve was filed as active; inconclusive means small, poorly fitted or top-dose-only effect, or effect the other way, or a change in a side signal; inactive means no such curve, though single readings can be large or run the other way; the % refers to the polarisation; further: potency means the concentration at half of the fitted maximal effect; % of control where 0% means no effect; many of its hits are not listed in these tables
B2AR arrestin = agonists driving beta-arrestin recruitment to human beta2-adrenergic receptor | beta-arrestin recruitment to beta2AR, cell-based reporter | 0.02% of 330,000 active | AID 492947 | Potency, µM (titrated, usually from 46.1 µM), without a hit: top-dose activation, hits mostly activators | P07550;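 further: potency means the concentration at half of the fitted maximal effect; 0% = DMSO controls and full agonism = EC100 isoproterenol or metaproterenol; nearly all actives have a fitted effect of over 65% in size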
TRPV1 agonist = human TRPV1 agonism; AID 540275; 0.19% of 320,000 active; TRPV1-expressing cells, Fluo-8 calcium influx, agonist mode; activation, % at 8.33 µM; in the data active means activation above about 80%; inconclusive means between about 30% and that limit; further: 0% is about no effect
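TRPV1-expressing cells were cultured overnight at 35.5C and loaded with Fluo-8 calcium dye for 40 to 90 min at room temperature. After a 10 s baseline, compound was added and calcium influx was read kinetically for 3 min (ex 480/em 520 nm).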
GALK inhibitor = inhibitors of human galactokinase | Purified GALK, Kinase-Glo residual ATP luminescence | Potency, µM (highest dose often 57.5 µM), without a hit: at the highest dose activity change, negative = inhibition, actives largely listed as inhibitors | 0.007% of 270,000 active | AID 1868; further: potency means the concentration at half of the fitted maximal effect; on the % scale 0 is the no-effect control and ±100 the full control effect
Target sequence (P51570 whole entry, looked up): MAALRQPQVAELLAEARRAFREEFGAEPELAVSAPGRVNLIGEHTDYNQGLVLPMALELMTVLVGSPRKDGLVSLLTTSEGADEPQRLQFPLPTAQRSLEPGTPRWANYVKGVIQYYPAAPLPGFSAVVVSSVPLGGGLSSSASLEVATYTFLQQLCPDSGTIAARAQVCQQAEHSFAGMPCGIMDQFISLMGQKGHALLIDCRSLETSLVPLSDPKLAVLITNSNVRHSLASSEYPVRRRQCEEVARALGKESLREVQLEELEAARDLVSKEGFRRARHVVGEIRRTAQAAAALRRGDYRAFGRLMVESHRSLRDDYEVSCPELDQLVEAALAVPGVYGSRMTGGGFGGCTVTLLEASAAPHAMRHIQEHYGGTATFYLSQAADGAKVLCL
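Compounds were pin-transferred into ATP buffer (35 uM final), then GALK plus galactose (5 nM, 100 uM final) was added. After 1 h at room temperature, Kinase-Glo Plus was added and luminescence read after 10 min.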
FBPA coupling cs = inhibits coupling enzyme system, counter-screen for aldolase hits | coupling enzyme system counterscreen, AmpLite Red fluorescence | activity change, negative = inhibition, % at 58.2 µM, hits read low | 0.67% of 290,000 active | AID 2472; in the data active means activity change below about -30%; further: on the % scale 0 is the no-effect control and ±100 the full control effect
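Compounds tested against the coupling enzymes alone at 57.5 uM final; readout was AmpLite Red fluorescence (525/598 nm) after 20 min at RT.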
Active calls of the source: *; ? = inconclusive; . = not tested or not shown; & = joins results of further samples; ! = not active in a repeat; [ ] = dose if it differs, or a comment. Unless noted, the call rests on the fitted dose curve; in most records, active means well fitted curve in the direction sought with a large enough effect; inconclusive means small, poorly fitted or top-dose-only effect, or another doubt; inactive means no such curve, though single readings can be large; an effect the other way counts as inactive or inconclusive. Only part of the results is shown (hit frequency here may not be typical).

SMILES	USP2a block	CXXC DNA block	PKM2 activator	Giardia kill	KCNH2 3.1 inh	hERG WT inh	Menin MLL FP TR	B2AR arrestin	TRPV1 agonist	GALK inhibitor	FBPA coupling cs
CN(c1ccccc1)S(=O)(=O)c1cccc(C(=O)NC2CCCCC2)c1	1%	.	.	11	2	-9	.	0.4%	6	.	.
Cn1c(SCC(=O)Nc2cccc(F)c2)nc2c(c1=O)SCC2	-3%	-2%	.	15	6	-14	.	-0.6%	-4	2%	.
NNC(=O)c1cccc(COc2cccc(Br)c2)c1	-5%	-8%	-1%	-4	-9	0	24%	-0.2%	-1	3%	0
COc1cccc(OC)c1C(=O)NC(C)C12CC3CC(CC(C3)C1)C2 (stereo not given)	1%	2%	-2%	-25	6	-2	-3%	-1.0%	16	-3%	4
COc1ccc(-n2c(C)cc(C(=O)Cn3nc(C(=O)O)c4ccccc4c3=O)c2C)cc1	0%	7%	-2%	13	9	-3	-5%	3.4%	-2	-1%	0
CC(=O)c1cc2c(cc1NC(=O)C1CC=CCC1C(=O)O)OCO2 (stereo not given)	2%	-2%	0%	-9	-1	1	12%	0.0%	1	-1%	4
O=C(NCCN1CCOCC1)C(=O)NCC1OCCN1S(=O)(=O)c1ccc(F)cc1 (stereo not given)	0%	?	1%	4	1	-19	0%	-0.6%	2	1%	-2
CC1=C(C(=O)OCc2ccccc2)C(c2cccc([N+](=O)[O-])c2)NC(=O)N1 (stereo not given)	-1%	-1%	2%	3	5	2	3%	-1.2%	28	6%	0
O=[N+]([O-])c1ccc(OCCN2CCCCCC2)cc1	1%	9%	-3%	3	-15	11	-13%	-0.1%	-9	-1%	1
Cn1c(SCc2nc3ccccc3[nH]2)nnc1-c1cnccn1	1%	0%	-6%	0	8	10	1%	-0.1%	0	0%	-9
CC(=O)N1N=C(c2ccc(Cl)cc2)OC12CCCC2	2%	20%	3%	-5	31	-4	.	0.1%	-5	2%	4
CCOC(=O)C(=CNc1cc(C(F)(F)F)ccc1N1CCOCC1)C(=O)OCC	8%	-10%	2%	6	-1	-1	.	-0.2%	0	-2%	-2
O=C(Nc1ccc(F)c(F)c1)c1ccc(-n2cncn2)c([N+](=O)[O-])c1	0%	.	.	-2	-3	2	.	0.4%	19	.	.
CCCNC(=O)c1cn(CC)c2cc(N3CCN(C(=O)c4ccco4)CC3)c(F)cc2c1=O	0%	20%	.	33[activator]	13	-5	.	0.3%	1	-3%	.
CCOc1ccc(C(=O)NC2CC(=O)N(c3ccc4c(c3)OCCO4)C2)cc1 (stereo not given)	1%	.	.	6	6	-10	.	0.0%	5	.	.
COc1cc([N+](=O)[O-])ccc1-c1ccc(/C=N\n2cnnc2)o1	-1%	2%	-3%[11.5 µM]	1	-5	3	7%	-0.2%	0	6%	-2
Clc1cccc(Cl)c1-c1nnc2ccc(N3CCOCC3)nn12	0%	3%	-1%	7	4	-2	-21%	-0.1%	-2	-2%	4
Cc1cccc(-n2cc3c(=O)n(C)c(=O)n(C)c3c2)c1	-1%	-6%	-10%	-2	6	-2	-22%	0.5%	8	8%	0
C/C(=N\NC(=O)c1csc(C)c1C)c1ccco1	3%	1%	1%	-3	16	3	21%	-0.6%	4	7%	-3
CCc1ccc(NC(=O)C(C)OC(=O)CC(NC(C)=O)c2ccccc2)cc1 (stereo not given)	3%	9%	-7%	20	-1	4	-14%	0.2%	-2	-1%	-1
Cc1ccc2c(c1)c1c(n2CC(O)Cn2c(C)nc3ccccc32)CCCC1 (stereo not given)	-7%	7%	-1%	-3	-27	10	-12%	0.4%	24	3%	0
Cc1cc(C)n2nc(NCc3ccccc3)nc2n1	.	4%	5%	-7	-34	-3	13%	.	1	4%	1
COc1cccc(CNC(=O)C2CCN(S(=O)(=O)c3ccc(-n4cnnn4)cc3)CC2)c1	3%	34%	6%	-9	-23	30	4%	0.2%	-1	0%	0
Cc1cc(Cl)ccc1OCC(=O)N1CCCN(C(=O)COc2ccc(Cl)cc2C)CC1	-2%	27%	7%	0	-14	0	18%	-0.7%	25	.	2
COCc1cc(C)nc(OCC(=O)N/N=C/c2ccccc2O)c1C#N	1%	-2%	1%	17	0	-5	2%	-0.8%	1	3%	2

Going on with the list.
SMILES	USP2a block	CXXC DNA block	PKM2 activator	Giardia kill	KCNH2 3.1 inh	hERG WT inh	Menin MLL FP TR	B2AR arrestin	TRPV1 agonist	GALK inhibitor	FBPA coupling cs
Cc1ccccc1CSCC(=O)N1CCN(c2ccccc2)CC1	1%	3%	0%	-29	-14	-8	-7%	2.8%	15	3%	-1
CCOc1ccc(NC(=O)N2CCN(CC)CC2)cc1	-1%	1%	-8%	-5	10	1	0%	-0.2%	-2	3%	-3
Cc1ccccc1Nc1nc(N)nc(CSc2nnnn2C)n1	2%	-6%	.	-11	17	13	-7%	-0.1%	-3	9%	3
CC(C)c1ccc(OCC(=O)NCc2n[nH]c(=O)c3ccccc23)cc1	1%	.	.	25	-24	-8	.	0.1%	-6	.	.
COc1ccc(S(=O)(=O)N2CCN(C(=O)CNC(=O)c3ccc4c(c3)OCO4)CC2)cc1	1%	.	.	-6	9	-13	.	-0.1%	-1	.	.
COCCn1c(SCC(=O)N2CCCC(C)C2)nnc1-c1ccco1 (stereo not given)	1%	19%	.	-2	-4	8	.	-0.1%	-4	-2%	4
CN(Cc1ccccc1)C(=O)CN(C)S(=O)(=O)c1ccc(F)cc1	1%	?	.	-7	-5	-18	17%	2.5%	2	0%	-2
COC(=O)c1ccccc1NC(=S)N1CCN(C2CCCCC2)CC1	9%	3%	5%	3	10	5	-12%	-0.4%	0	0%	1
CCC(C)(C)NC(=O)C(c1ccc(OC)cc1)N(CC1CCCO1)C(=O)CCC(=O)Nc1cc(C)on1 (stereo not given)	1%	1%	2%	1	-29	-21	-2%	0.4%	3	-4%	-4
c1ccc2ccccc2c1	0%	2%	.	3	-7	3	2%	3.7%	0	.	.
CCCCCCc1cc2cc(-c3nnc(-c4cc(OC)c(OC)c(OC)c4)o3)c(=O)oc2cc1O	?	?	-16%	-4	-19	-8	-9%	-1.3%	1	0%	-3
Cc1cc(C)n(C(=O)CCCn2nc(C)c([N+](=O)[O-])c2C)n1	6%	3%	.	-30	2	2	0%	-0.2%	3	0%	-4
COc1ccc(C(CCN2CCN(c3ccccc3)CC2)c2c(O)cc(OC)cc2OC)cc1 (stereo not given)	0%	2%	-4%	-6&8	.	.	-5%	6.9%	-2	5%	-5&3
COc1ccc(C2Nc3ccccc3C(=O)N2Cc2ccco2)cc1CN1C(=O)c2ccccc2C1=O (stereo not given)	2%&-13%	3%&6%	20µM*!	-3&-3&20	17&6	3&6	-1%&0%	-0.9%&-0.5%	-2&-5	5%&6%	0&1
COc1cc(/C=N/Nc2nc(Nc3ccccc3)nc(-n3nc(C)cc3C)n2)cc(OC)c1OC	-2%	5%	-11%	16	.	-2	7%	-1.0%	4	1%	1
CCc1ccc2oc(C(=O)Nc3ccc(S(N)(=O)=O)cc3)c(C)c2c1	1%	15%	-10%	-7	-23	-2	30%	-0.3%	-4	3%	-2
COc1cccc(N2CCN(S(=O)(=O)c3cccc4cccnc34)CC2)c1	2%	4%	12%	-20	6	12	7%	0.4%	-2	-1%	-3
Cc1cc(Cl)ccc1OCC(O)CN1C(C)CCCC1C (stereo not given)	5%	0%	0%	.	.	.	-2%	0.3%	2	-2%	-2
COc1ccc(-c2c(C)nc(N)nc2-c2ccc(OC)cc2O)cc1	0%	9%	.	0	-13	-12	0%	0.0%	?	-1%	-8
Cc1ccc(/C=N/NC(=O)c2nnn(-c3nonc3N)c2CSc2ccc(Cl)cc2)o1	-2%	0%	.	9	-1	-28	?	0.0%	29	3%	0
CC(Nc1nc2ncn(Cc3ccccc3)c2c(=O)[nH]1)C(=O)O (stereo not given)	1%	-4%	-4%	-23	9	0	15%	-0.4%	9	3%	1
CC(C)CN(C(=O)Cn1nnc(-c2ccc(F)cc2)n1)C1CCS(=O)(=O)C1 (stereo not given)	0%	.	.	-5	3	-2	.	0.1%	7	.	.
COC(=O)c1sc(N)c(C(=O)OC)c1COC(=O)CNS(=O)(=O)c1cccc(C#N)c1	0%	5%	-1%	2	-3	10	1%	-0.7%	0	0%	7
COC(=O)c1ccc(NC(=S)NC2CC2)cc1	0%	-6%	8%	-6	-10	5	8%	-0.4%	3	-2%	1
COc1ccc(OC(=O)Nc2ccc([N+](=O)[O-])cc2OC)cc1	-2%	-13%	-4%	10	7	9	21%	-0.3%	-4	3%	-2
O=C(COc1ccc(Br)cc1)Nc1ccc([N+](=O)[O-])cn1	4%	14%	6%	-12	16	-1	?	-0.5%	2	0%	1

Screens from PubChem BioAssay.
